mcGAS MS inh = inhibitors of mouse cGAS; Q8C6L5; recombinant mouse cGAS, cGAMP by RapidFire MS; inhibition, % at 12.5 µM; hit rate 0.18% among 130,000; AID 1259397;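 active = inhibition of cGAS enzyme activity at or above 60%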;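 note: enzyme stimulated by 45 bp dsDNA with ATP and GTP substrates; cGAMP share of summed cGAMP plus half ATP and half GTP signals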
Target sequence (Q8C6L5 whole entry, looked up): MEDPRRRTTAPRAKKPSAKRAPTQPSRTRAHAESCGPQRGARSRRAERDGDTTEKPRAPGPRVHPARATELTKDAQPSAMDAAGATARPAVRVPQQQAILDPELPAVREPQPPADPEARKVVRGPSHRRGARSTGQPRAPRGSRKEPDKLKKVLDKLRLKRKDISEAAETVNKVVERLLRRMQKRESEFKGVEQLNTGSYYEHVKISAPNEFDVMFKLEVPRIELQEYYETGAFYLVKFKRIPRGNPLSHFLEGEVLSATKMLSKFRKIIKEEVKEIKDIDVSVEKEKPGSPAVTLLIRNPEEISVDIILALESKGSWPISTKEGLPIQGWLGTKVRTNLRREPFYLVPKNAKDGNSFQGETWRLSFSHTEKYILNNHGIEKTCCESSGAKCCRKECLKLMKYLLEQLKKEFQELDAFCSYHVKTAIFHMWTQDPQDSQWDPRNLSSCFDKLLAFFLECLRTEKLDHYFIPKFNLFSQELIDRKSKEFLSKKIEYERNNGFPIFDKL
* = called active by the depositor; & = joins results of further samples. The list is partial; the hit share may differ from the screen's.

SMILES	mcGAS MS inh
CN1CCN(c2nc3c(c(=O)[nH]c(=O)n3C)n2CC(N)=O)CC1	-4.5
O=C(COC(=O)CN1C(=O)C(=O)c2ccccc21)Nc1ccc([N+](=O)[O-])cc1	-4.2
Cc1ccc(-c2csc3nc(/C(Cl)=C/c4csnn4)[nH]c(=O)c23)cc1	0.3
O=C(Nc1nncs1)N(CC(F)(F)F)C1CCCC1	-7.5
Cc1nn(C)c(Cl)c1S(=O)(=O)N1CCC2(CCCN(C)C2=O)C1 (centres undefined)	5.7
O=C(CC1CCC1)NS(=O)(=O)Cc1cc(Cl)ccc1F	-9.2
Cc1ccsc1C=Nc1ccccc1N1CCCCC1	19.5
COc1ccc(CN(C)Cc2cc(C)c(C)cc2O)cc1F	-0.6
Cc1ccc(-c2cc(CN3CCC4(CCCO4)CCC3=O)on2)cc1 (centres undefined)	-6.7
CCc1c(C)c2cc([N+](=O)[O-])c(O)c(C)c2oc1=O	2.6
O=C(CSc1ncccn1)N1CCc2c(cnn2-c2ccc(Cl)cc2)C1	-0.7
CCN1C(=O)C2(NCCS2)c2cc(F)ccc21 (centres undefined)	-11.1
O=[N+]([O-])c1cc(S(=O)(=O)N2CCCC2)ccc1Sc1nnnn1-c1ccccc1	-5.9
COc1ccc2cc(C3CN(C(=O)C4(C)CCNCC4)CCO3)ccc2c1 (centres undefined)	-9.6
CC(C)C(NC(=O)CN(C)S(C)(=O)=O)c1ccc(C(C)(C)C)cc1 (centres undefined)	4.6
N#CCCN(CCC#N)C(=S)Nc1ccc(F)cc1F	-12.0
CCCNC(=O)c1nnc2n1CCN(CC(C)Cc1ccc3c(c1)OCO3)C2 (centres undefined)	3.0
Cc1cc(C)n(-c2ccc(NC(=O)C3CCN(Cc4ccc(C)o4)CC3)cc2)n1	-2.2
CC(=O)NC(CC(=O)N1CCC2CCCCC2C1)c1ccc(C)cc1 (centres undefined)	-1.7
Cc1cccc(C(=O)/C=C\Nc2ccc(Cl)cn2)c1	-1.8
CC(=O)Nc1c(=O)[nH]n2c(C)cc(C)nc12	1.7
Cn1nc(-c2nccn2Cc2cccnc2)c2c(Cl)cccc21	-6.9
CS(=O)(=O)N1CCCC1C(=O)N1CCN(c2nc3c(Cl)cccc3s2)CC1 (centres undefined)	5.3
CN(Cc1ccnc2ccccc12)C(=O)CS(C)(=O)=O	-13.3
CCN(CC)c1ccc(CNC(=O)N2CCC(C#N)CC2)cc1	-13.4
Cc1cc(N(C)C)ccc1Nc1nccc(C(F)(F)F)n1	-15.4
Cc1ccc(C2=N/C(=C\C(Br)=C\c3ccccc3)C(=O)O2)cc1[N+](=O)[O-]	7.3
Cc1cc(=O)[nH]c(SCC(=O)Nc2cc(Cl)ccc2-n2cncn2)c1C#N	2.4
Cc1[nH]c(-c2cc3cccc4c3n(c2=O)CCC4)nc1-c1ccccc1	-9.3
Cc1c(C)n2c3c(=O)n(CCc4ccccc4)c(=O)n(C)c3nc2n1CCN1CCOCC1	-6.0
O=C(Cc1c(Cl)cccc1Cl)NC(c1ccccc1)c1ccccn1 (centres undefined)	11.0
O=C(Nc1cccc(-c2nc3cc(Cl)ccc3o2)c1)c1ccc(F)cc1	1.2
CC(C)=CCN1CCN(Cc2cnn(-c3ccccc3F)c2)CC1CCO (centres undefined)	-1.9
O=C(c1ccc([N+](=O)[O-])cc1)N1CCc2ccccc2C1	3.1
O=C(Cc1ccc([N+](=O)[O-])cc1)N1CCN=C1SCc1ccccc1	-4.6
Cn1cc(CN2C[C@H]3CC[C@H]2C3)c(-c2ccc(Oc3ccccc3)cc2)n1	-18.8
CC1CN(C)C(C)C(/C=C(/C#N)C(N)=S)C1=O (centres undefined)	5.8
CCOc1cc(S(=O)(=O)Nc2ccc(Cl)cc2)ccc1F	2.8
O=c1c2cc(Cl)ccc2ncn1CC(O)COCc1cccs1 (centres undefined)	-5.9
CC(C)C(=O)Nc1ccc(SCC(N)=O)nn1	5.8
Cn1nnc2c(N3CCN(S(=O)(=O)c4cccs4)CC3)ncnc21	-6.2
Cc1cc(C(=O)CSc2nnc(C3CC3)n2C2CC2)c(C)n1-c1ncn[nH]1	0.2
COC1CN(C(=O)c2cc(S(=O)(=O)N(C)C)ccc2Cl)C1	-10.6
Cc1cc(C)nc(-n2nc(C(C)(C)C)cc2OCC(=O)NCc2ccco2)n1	-6.0
CN(Cc1nc(-c2ccc3c(c2)OCO3)no1)CC1(N2CCCCC2)CCCCC1	-7.2
COC(=O)CN1CCN(Cc2nc(-c3sccc3C)oc2C)CC1=O	-12.4
CSc1nnc(Cn2c(=O)sc3ccccc32)n1CCc1ccccc1	2.5
O=C(Nc1ccccc1C(=O)N1CCCCCC1)c1cnc2ccccn12	-4.0
Oc1ccc(C=NN=C(c2ccccc2)c2ccccc2)cc1	-5.5
CNCC[C@H](Oc1cccc2ccccc12)c1cccs1	-4.1&1.9&11.6
Cc1nn(C)cc1S(=O)(=O)NCCN1CCOCC1	-2.6
O=C(c1ccc(Cl)c(Cl)c1)N1CCN(C(C(=O)N2CCOCC2)C2CCCC2)CC1 (centres undefined)	-5.1
COCC1(C(=O)N2CCC(c3cc(OC)ccc3OC)C2)CCC1 (centres undefined)	-38.1
CCn1c(C)ccc(C(=O)N(CCN2CCCCCC2)C(C)C)c1=O	-12.8
COC(=O)C(=CC(=CN(C)C)C=C(C(=O)OC)C(=O)OC)C(=O)OC	5.2
O=C(CNC(=O)c1ccccc1F)NCCc1ccc(Cl)cc1Cl	6.5
O=C1C(N2CCC(Nc3ccccc3)CC2)CCN1c1ccccc1F (centres undefined)	-3.1
CC1(C(=O)NCCCN2CCCC2=O)CCN1CCc1ccccc1 (centres undefined)	-7.6
COC(=O)CN1C(=O)/C(=C\c2ccc([N+](=O)[O-])cc2)SC1=S	-1.1
O=C(NC(=S)NCC1CCCO1)c1ccco1 (centres undefined)	-1.8

Next section (two carried over from the part before).
SMILES	mcGAS MS inh
COC(=O)CN1C(=O)/C(=C\c2ccc([N+](=O)[O-])cc2)SC1=S	-1.1
O=C(NC(=S)NCC1CCCO1)c1ccco1 (centres undefined)	-1.8
O=C(C(Cl)=CNc1nccs1)C(F)(F)F	-2.0
CC(C(=O)N1CCOC(CO)C1)n1nnc(-c2ccccc2)n1 (centres undefined)	-7.1
Cc1ccnc(SCCn2c(N(C)Cc3ccccc3)nc3c2c(=O)n(C)c(=O)n3C)n1	-2.0
COc1ccc(CCNC(=O)CC2CSc3nc4c(c(=O)n32)CCCC4)cc1OC (centres undefined)	-6.7
O=C(C1c2ccccc2Oc2ccccc21)n1cccn1	-36.5
CCCCn1c(O)c(C=Nc2ccc(CC)cc2)c(C)c(C#N)c1=O	-8.6
Oc1cccc(CN(CC2CC2)c2ncnc3cccc(F)c23)c1	-2.4
CCC1CN(CCCC(F)(F)F)CCC(=O)N1Cc1ccccc1 (centres undefined)	0.6
Cn1nnc2c(Nc3ccc(OC(F)F)cc3)ncnc21	-9.6
Cc1nnsc1Cn1cc(C(C)c2ccccc2)nn1 (centres undefined)	-2.7
CC(COc1ccccc1)NCCn1ncc2ccccc2c1=O (centres undefined)	-36.9
CCOc1ccc(-c2cnc(C3CCOC3)[nH]2)cc1 (centres undefined)	-25.2
CC(C)(C)C1CCC(=NNc2nc3ccccc3[nH]2)CC1 (centres undefined)	2.2
CC(C)(C)c1cc(Br)ccc1OCC(=O)O	-7.5
CC(C)(C)CC(C)(C)N1CC(C(N)=O)CC1=O (centres undefined)	-1.5
O=C(Nc1ccc(COC2CCCC2)cc1)N1CC[C@H](O)C1	-10.8
Cc1ccccc1C(C)NC(=O)c1cccc(S(N)(=O)=O)c1 (centres undefined)	-7.4
Cc1cc(Cl)ccc1C(=O)C1CCCN(C(=O)CCc2ccc3c(c2)OCO3)C1 (centres undefined)	-4.7
CN(C(=O)c1cc(N2C[C@H]3CC=CC[C@H]3C2)ccn1)C1CCCCC1	-6.3
Cc1ccc(C)c(S(=O)(=O)NC2CCS(=O)(=O)C2)c1 (centres undefined)	-4.3
CS(=O)(=O)c1ccc(NC(=O)c2ccc(OC(F)F)cc2)cc1	-8.9
Cc1scc(CN2CCN(C3CCCCC3)CC2)c1C	-4.9
Cc1ccc(CN(CCc2ccccc2)C(=O)CNC(C)C)o1	-8.0
Oc1c(/C=N\Nc2nc(-c3ccccc3)c3cc(Cl)ccc3n2)ccc2ccccc12	-7.9
Cc1ccc(C(C)NC(=O)N2CCN(Cc3ccon3)CC2)cc1F (centres undefined)	-11.8
COCCn1c(C)cc(O)c(C(c2ccc(OC)c(OC)c2)N2CCN(c3ccccc3)CC2)c1=O (centres undefined)	-10.4
Brc1ccccc1CNc1cccnc1N1CCCC1	2.9
COc1ccccc1/C=C/CN1CCC(Cc2nnc(CO)n2C)CC1	-3.7
Cc1cccc(-n2cc(CN(C)C(=O)c3ccnn3C)cn2)c1	-6.9
O=C1NCC2(CCCN(C(=O)CCN3C(=O)COc4ccccc43)CC2)O1 (centres undefined)	-0.7
Cc1ccc(S(=O)(=O)N2CCOC(CN3Cc4ccccc4-c4ccccc43)C2)cc1 (centres undefined)	-13.4
CCOC(=O)CN1NC2(CCC(C(C)(C)C)CC2)NC1=S (centres undefined)	-4.5
COc1cc2[nH]c(=O)c(CN3CCCC(N(C)C)CC3)cc2c(OC)c1OC (centres undefined)	-18.1
Cc1ccc(Cn2c(C)c(C(=O)NCc3cccc(Cl)c3)sc2=O)cc1	-9.7
Cc1ccc2nc(CNC(=O)Nc3ccc(N(C)C)cc3C)cn2c1	-5.6
Cc1ccc(C(=O)Nc2c3c(nn2-c2cccc(C)c2C)CS(=O)C3)cc1 (centres undefined)	-6.7
CC(=O)Cc1nc(=S)nc(-c2ccc(F)cc2)[nH]1	2.9
CC1CC(C(F)F)n2nc(C(=O)O)nc2N1 (centres undefined)	-1.0
O=C(CCC(=O)N1CCCN2CCC[C@H]2C1)NC1CCCC1	-13.4
Cc1c(C(=O)NCc2ccc3c(c2)OCO3)sc(=O)n1Cc1ccc(-c2ccccc2)cc1	-9.1
CC1CCc2sc(C(=O)NNS(=O)(=O)c3ccc(F)cc3F)cc2C1 (centres undefined)	-8.0
COc1cccc2c(=S)[nH]ccc12	-21.7
CCOC(=O)C1CSCCN1C(=O)c1cccc(S(=O)(=O)NC)c1 (centres undefined)	-5.7
Cc1ccnc(NC(C)c2csc(C(C)C)n2)n1 (centres undefined)	-6.8
COc1cc(-c2n[nH]c(-c3cccc(N)c3)n2)cc(OC)c1OC	-31.2
O=C1NC(Cc2c[nH]c3ccccc23)C(=O)N1CCN1C(=O)c2ccccc2C1=O (centres undefined)	-24.7
CC(C)(C)OC(=O)N1CCCN(CCSc2ccccc2)CC1	-42.3
CCc1cc(C(=S)NCN2CCN(c3ccccc3)CC2)ccn1	20.7
N#Cc1ccc(NC(=O)C2CSCN2C(=O)c2ccc[nH]2)cc1 (centres undefined)	-7.7
Cn1c(=O)[nH]c(=O)c2c1n1c(-c3ccccc3)nnc1n2C	-2.2
CC(=O)c1ccc(OCc2nnn(CC(=O)NS(=O)(=O)c3ccc(C)cc3)c2-c2ccccc2)cc1	9.8
Cc1ccc(-c2cnc(SCC(N)=O)n2-c2ccccc2F)cc1	-5.6
CC(CCNC(=O)N(C)Cc1nccs1)c1ccccc1 (centres undefined)	-3.2
COc1ccc(C(=O)c2oc3ccc(NC(=O)c4ccccn4)cc3c2C)cc1	-6.5
Cc1ccc(N2C(=O)CC(N3CCN(Cc4cccs4)CC3)C2=O)c(C)c1 (centres undefined)	-4.9
CC(=NNC(=O)NC1CCCCC1)c1ccco1	-28.9
COc1ccc(C(=O)N/N=C2\C(=O)c3cccc4cccc2c34)cc1OC	3.5
O=C1CCC(CC(=O)N2CCC(CCC(=O)N3CCC(Cc4ccccc4)CC3)CC2)N1 (centres undefined)	-5.9
CC(NCc1cccnc1)c1ccc(NS(C)(=O)=O)cc1 (centres undefined)	-2.8
Cc1ccc(S(=O)(=O)NCCN2CCN(C(=O)C3=Cc4ccccc4OC3)CC2)cc1	0.2

Three entries out of the list, sorted by formula weight, largest number first:
SMILES	mcGAS MS inh
O=C(c1ccc(Cl)c(Cl)c1)N1CCN(C(C(=O)N2CCOCC2)C2CCCC2)CC1 (centres undefined)	-5.1
O=C(COC(=O)CN1C(=O)C(=O)c2ccccc21)Nc1ccc([N+](=O)[O-])cc1	-4.2
CC(COc1ccccc1)NCCn1ncc2ccccc2c1=O (centres undefined)	-36.9

More results follow:
SMILES	mcGAS MS inh
Cc1ccc(S(=O)(=O)N(C)CC(=O)NNC(=O)c2ccccn2)cc1	5.3
CN(C)Cc1nc2c(c(=O)[nH]1)C(C)(C)Cc1ccccc1-2	-1.7
Cc1cccc(Nc2ccc(NCCNS(=O)(=O)c3ccc4ccccc4c3)nn2)n1	-9.8
COc1ccc(S(=O)(=O)Cc2ccn(C)c(=O)c2)cc1	-5.6
COc1cc(CCC2CCN(C(=O)c3nc4ccccc4c(=O)[nH]3)CC2)cc(OC)c1	-12.4
c1cncc(COC2CCCN(Cc3cnc[nH]3)C2)c1 (centres undefined)	-10.1
CCOc1ccccc1NC(=O)CC(=O)NC(C)c1nc2c(s1)CCCC2 (centres undefined)	-27.2
CCN(CN1C(=O)NC(Cc2ccccc2)C1=O)C1CCS(=O)(=O)C1 (centres undefined)	-29.7
Cn1c(-c2c(=O)c3ccccc3n3cc(C(C)(C)C)[nH]c23)nc2ccccc21	-6.6
CC1(C)OC(=O)N(CCCN2CCOCC2)C1(C)O (centres undefined)	-5.9
CC(C)C(=O)N1CCCCC1C(=O)NC1CCc2ccccc2C1 (centres undefined)	-12.0&-3.9
Cc1nc(C2(NCc3nc(C)c(C)s3)CCCC2)no1	-7.6
COc1ccc(CCC(=O)Nc2c(C)nc3c(C)cccn3c2=O)cc1	-4.8

An excerpt of these results, with each value named:
c1cncc(COC2CCCN(Cc3cnc[nH]3)C2)c1 (centres undefined)
  mcGAS MS inh: -10.1

CCOc1ccccc1NC(=O)CC(=O)NC(C)c1nc2c(s1)CCCC2 (centres undefined)
  mcGAS MS inh: -27.2

CCN(CN1C(=O)NC(Cc2ccccc2)C1=O)C1CCS(=O)(=O)C1 (centres undefined)
  mcGAS MS inh: -29.7

Cn1c(-c2c(=O)c3ccccc3n3cc(C(C)(C)C)[nH]c23)nc2ccccc21
  mcGAS MS inh: -6.6

Screening results deposited in PubChem BioAssay by Fisher Drug Discovery Resource Center.
